# High-throughput results as filed in PubChem.
# TPT1 inhibitor – blocks Candida albicans tRNA 2'-phosphotransferase; recombinant caTPT1, FP RNA substrate dephosphorylation; inhibition, % at 5 µM; AID 1962; 300,000 compounds, 0.81% hits;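 active = inhibition above the mean of all tested compounds plus 3 SD, set per screening campaign, cut at about 24% in these data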;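 note: plate controls were DMSO alone for no effect and ferristatin control at 100 nM for full effect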
# GSTO1 inh – blocks human GSTO1 in RBBP9 counter-screen | recombinant GSTO1, activity-based probe fluorescence polarization | inhibition, % at 5.96 µM | 300,000 compounds, 1.1% hits | AID 1974;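 active = inhibition above the campaign mean inhibition plus 3 SD, cut at about 35% in these data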;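 note: 0% = GSTO1-1 with DMSO and 100% = wells lacking GSTO1-1 enzyme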
# Fam108B inh – blocks mouse Fam108B hydrolase in RBBP9 counter-screen. recombinant Fam108B, FP-Rh probe fluorescence polarization. inhibition, % at 9.51 µM. 300,000 compounds, 0.33% hits. AID 1947;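 active = inhibition above the screen mean inhibition plus 3 SD, computed separately per campaign, cut at about 18% in these data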;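 note: inhibitors lower polarization as less probe binds the enzyme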
# MCL1 BIM primary – inhibitors of human MCL1 binding to BIM-BH3 peptide; Q07820; GST-MCL1 / FITC-Bim-BH3 fluorescence polarization; inhibition, % at 10.9 µM; 320,000 compounds, 0.68% hits; AID 2057;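 active = inhibition above the mean inhibition of all tested compounds plus 3 SD, set per campaign, cut at about 40% in these data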;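 note: 0% = DMSO wells and 100% = unlabeled Bim-BH3 peptide control; higher means more loss of mP so more displacement of Bim peptide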
# Target sequence (Q07820 whole entry, looked up): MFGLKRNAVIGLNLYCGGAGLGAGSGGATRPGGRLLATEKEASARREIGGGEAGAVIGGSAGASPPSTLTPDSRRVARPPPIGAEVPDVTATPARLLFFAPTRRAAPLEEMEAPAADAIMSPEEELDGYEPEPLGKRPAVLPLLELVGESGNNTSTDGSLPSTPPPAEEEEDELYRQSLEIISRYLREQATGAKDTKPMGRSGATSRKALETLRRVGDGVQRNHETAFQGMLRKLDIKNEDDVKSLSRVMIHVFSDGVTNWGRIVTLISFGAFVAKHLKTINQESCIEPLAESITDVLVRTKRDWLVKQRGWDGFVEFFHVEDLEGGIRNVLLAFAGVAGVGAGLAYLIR
# PAD4 FP inh – blocks human protein arginine deiminase 4. Q9UM07. recombinant PAD4, RCA probe fluorescence polarization. inhibition, % at 6.36 µM. 330,000 compounds, 0.41% hits. AID 485272;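 active = percent inhibition above a cutoff equal to the mean of all tested compounds plus 3 SD, cut at about 15% in these data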;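 note: 0% = PAD4 with RCA probe and DMSO and 100% = probe without PAD4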
# Target sequence (Q9UM07 whole entry, looked up): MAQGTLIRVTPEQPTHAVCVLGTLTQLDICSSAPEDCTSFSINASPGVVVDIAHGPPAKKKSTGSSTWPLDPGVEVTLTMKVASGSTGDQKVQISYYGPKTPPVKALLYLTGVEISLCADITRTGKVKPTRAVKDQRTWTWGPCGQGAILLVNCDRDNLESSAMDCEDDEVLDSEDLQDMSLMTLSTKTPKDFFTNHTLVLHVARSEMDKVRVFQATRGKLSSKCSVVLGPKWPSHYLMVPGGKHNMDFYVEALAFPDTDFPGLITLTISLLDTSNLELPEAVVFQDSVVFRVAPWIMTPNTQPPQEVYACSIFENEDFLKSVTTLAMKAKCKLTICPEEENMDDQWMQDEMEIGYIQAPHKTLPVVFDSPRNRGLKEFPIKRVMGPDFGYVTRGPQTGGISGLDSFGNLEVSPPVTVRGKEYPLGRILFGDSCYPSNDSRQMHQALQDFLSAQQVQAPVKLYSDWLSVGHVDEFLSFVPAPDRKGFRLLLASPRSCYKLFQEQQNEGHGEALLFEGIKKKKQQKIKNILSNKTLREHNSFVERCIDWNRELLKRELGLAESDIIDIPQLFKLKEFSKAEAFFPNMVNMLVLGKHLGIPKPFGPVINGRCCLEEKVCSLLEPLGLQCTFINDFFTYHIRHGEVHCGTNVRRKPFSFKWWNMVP
# BCLXL inh – Bcl-xL (human) inhibition; 320,000 compounds, 0.7% hits; inhibition, % at 10.9 µM; GST-Bcl-xL / FITC-Bim BH3 peptide fluorescence polarization; AID 2129; Q07817;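 active = inhibition above the mean of all tested compounds plus 3 SD, cutoff set per campaign, cut at about 30% in these data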;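 note: 0% = DMSO wells and 100% = unlabeled Bim-BH3 peptide competitor; inhibitors lower millipolarization by displacing the labeled peptide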
# MEX-5 binding – C. elegans MEX-5 TCR-2 RNA binding activity | Q9XUB2 | MEX-5/FITC-TCR2 RNA binding, fluorescence polarization; hits give low values | activity score (negative = inhibition of binding), % at 10 µM | 300,000 compounds, 0.38% hits | AID 1832;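 active = inhibition past about -25% in most replicates, and total fluorescence under double the plate's negative control median, limit read from the data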;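 note: 0% = DMSO and -100% = 5 µM competing unlabeled TCR2 RNA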
# PME-1 inh – blocks human protein phosphatase methylesterase 1; recombinant PME-1, FP-Rh probe fluorescence polarization; inhibition, % at 5.9 µM; 320,000 compounds, 0.53% hits; AID 2130;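 active = inhibition above the campaign mean of all compounds plus 3 SD, cut at about 26% in these data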;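 note: competitive labeling of PME-1 active site by serine hydrolase directed probe; 0% = PME-1 with DMSO and 100% = wells lacking PME-1 enzyme; inhibitors block probe labeling so polarization falls and inhibition rises; many of its hits are not listed in these tables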
# GLD-1 RNA inh – GLD-1-TGE RNA interaction inhibition (C. elegans); 320,000 compounds, 0.44% hits; purified GLD-1 + fluorescein TGE RNA, fluorescence polarization; Q17339; inhibition, % at 5.96 µM;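 active = percent inhibition above a per-plate cutoff, the plate mean of test compounds plus 3 SD, cut at about 30% in these data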;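 note: 0% = DMSO wells with GLD-1 and probe and 100% = wells lacking GLD-1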
# * = called active by the depositor; / = no result given. This is a subset; rates above refer to the full screens.
SMILES,TPT1 inhibitor,GSTO1 inh,Fam108B inh,MCL1 BIM primary,PAD4 FP inh,BCLXL inh,MEX-5 binding,PME-1 inh,GLD-1 RNA inh
NNC(=O)COc1ccccc1F,-2.4,1.0,0.9,-8.0,-0.5,-6.5,0.9,-0.8,-4.6
S=C(NCc1ccco1)N1CCN(c2ccc(Cl)cc2)CC1,-2.2,3.6,10.4,16.1,3.3,8.2,1.2,-3.7,1.1
O=C(CN1C(=O)c2ccccc2C1=O)OCC(=O)c1ccc(F)cc1,2.4,1.6,-3.3,-13.4,1.4,-4.7,-2.8,4.3,3.6
CC(=O)c1cccc(NC(=O)N2CCCC2C(=O)Nc2cccc(C)c2)c1 (stereo not drawn),3.2,-0.8,1.4,-0.8,-2.6,-0.1,-2.5,-4.3,4.3
O=C(OCc1cc2ccccc2[nH]c1=O)c1cccs1,0.4,5.2,1.6,-6.1,2.2,1.7,0.1,-6.7,2.2
O=S(=O)(Nc1nc2ccccc2nc1N1CCN(c2ccccc2F)CC1)c1ccc(Cl)cc1,-2.2,0.8,5.1,-2.8,-6.4,4.3,0.4,5.3,8.4
O=C(NN1C(=O)C2CCCCC2C1=O)c1ccco1 (stereo not drawn),-3.1,-5.8,3.6,12.3,3.3,7.4,-2.1,-3.8,-3.2
Cc1nc2ccc(S(=O)(=O)NCC(=O)NC(C)c3ccccc3)cc2s1 (stereo not drawn),1.5,-3.3,0.2,-8.6,1.4,-4.2,-0.8,-4.8,-1.9
CCc1cc(=O)oc2c(C)c(OCC(=O)NCCCN3CCOCC3)ccc12,2.3,5.4,-5.1,1.9,4.4,1.7,0.0,-6.2,5.3
CC1CCCC(C)N1C(=O)COC(=O)c1ccc(O)cc1 (stereo not drawn),-2.3,5.9,-2.2,-0.7,3.4,3.7,-0.2,0.1,0.8
Cc1ccnc(NC(=O)C2CCN(S(=O)(=O)c3ccc4ccccc4c3)CC2)c1,0.2,6.8,-3.8,-3.3,-2.3,2.8,0.7,5.7,0.8
CCCc1nn2c(=O)cc(CSCC(=O)Nc3ccccc3OC)nc2s1,0.7,-0.4,2.3,-1.2,2.5,4.7,1.0,-4.1,-2.5
N=C1/C(=C\c2coc3ccccc3c2=O)C(=O)N=C2SC(c3ccncc3)=NN12,79.0*,-477.1,8.8,-38.2,-35.7,-28.3,0.3,-55.2,-83.8
O=C(O)COc1ccccc1/C=N/NC(=O)CSc1nnc(-c2ccc(Cl)cc2)n1C1CCCCC1,0.6,-8.7,3.2,2.1,3.7,-0.6,-7.5,1.6,-3.1
O=C(Nc1ccc(OCC(=O)N2CCOCC2)cc1)Nc1cccc(Cl)c1,-1.6,7.2,0.2,2.6,1.5,-1.8,1.3,1.9,-1.4
Cc1cc(C)c2nc(C)cc(Nc3ccc(C(=O)N4CCOCC4)cc3)c2c1,0.6,-5.0,-0.9,4.9,-1.7,4.6,2.3,-4.7,-5.9
CCC(C)NC(=O)c1cnn2c(C)c3c(nc12)CCCC3 (stereo not drawn),0.4,2.3,-3.6,8.9,-4.2,7.4,1.0,-1.4,2.6
Cc1ccc2nc(NC(=O)c3cccs3)sc2c1,-2.7,-7.3,-10.6,3.2,2.6,7.5,/,-35.1,4.1
COc1ccc(C(=O)NN2C(=O)C3C(c4ccccc4)C=CC(c4ccccc4)C3C2=O)cc1 (stereo not drawn),-3.4,0.6,-18.3,5.4,3.8,9.4,-0.1,-15.6,7.3
COc1ccc(NC(=O)c2nc3ccccc3s2)cc1,-1.5,1.0,-2.3,-2.9,-2.8,-1.3,3.2,-31.3,2.1
Cc1cccc(CN2CCC(n3nccc3NC(=O)CCCc3ccccc3)CC2)n1,-2.9,-2.5,-7.2,0.8,-0.5,0.7,-2.5,4.3,13.6
CCN(c1ccccc1)S(=O)(=O)c1ccc(C(=O)N2CC(C)CC(C)C2)cc1 (stereo not drawn),3.4,-4.3,-5.4,1.7,5.6,5.0,-1.1,12.6,2.0
CCCCNC(=O)c1onc(CSc2ccc(F)c(F)c2)c1C(=O)O,-3.3,-42.7,-0.9,8.4,1.1,5.8,1.7,-0.6,0.0
CCCc1cc(C(=O)NCc2cccnc2)no1,-1.7,0.9,-3.6,-7.2,4.5,-3.2,0.1,-5.4,3.5
O=C(/C=C/c1ccccc1)NCc1cccnc1,1.3,-2.1,4.2,-5.2,-2.5,-1.9,-0.2,-0.7,-4.1
N#C/C(=C/c1ccc(N2CCOCC2)o1)c1nc2ccccc2[nH]1,180.1*,-54.0,-46.3,-152.4,-1.0,-79.3,/,-60.3,-120.2
CC1(c2ccccc2)NC(=O)N(CC(=O)Nc2nnc(C3CC3)s2)C1=O (stereo not drawn),1.8,5.6,1.6,-10.2,1.0,1.3,0.4,-4.3,-4.9
CCOC(=O)c1cc(-c2cc3ccccc3o2)n[nH]1,-1.8,3.5,1.1,2.6,-1.0,-1.7,1.5,-3.6,3.0
CNC(=O)c1c(NC(=O)c2ccco2)sc2c1CCCC2,4.0,6.8,-1.3,-3.0,-0.3,2.7,2.2,1.3,0.5
c1ccc(-c2nnc(-c3ccncc3)o2)cc1,1.7,7.8,4.7,11.3,-4.3,7.1,2.7,3.2,-1.5
CCc1ccc(OCC(=O)Nc2ccc(S(=O)(=O)Nc3cc(C)on3)cc2)c(Br)c1,-1.5,-17.3,-10.5,-0.3,-5.0,0.1,-0.2,-8.1,6.6
CC1CN(C(=S)NC(=O)c2cccc([N+](=O)[O-])c2)CC(C)O1 (stereo not drawn),-4.1,-10.6,-0.4,-6.6,-2.6,-4.5,-1.2,-3.5,2.9
COCCCNC(=S)N1CCC(NC(=O)c2ccco2)CC1,-3.1,5.5,-0.3,9.0,2.2,0.1,-0.8,6.6,1.8
Cc1ccc(S(=O)(=O)NCC(=O)OCC(=O)NCCc2ccccc2)cc1,-3.7,1.4,-1.9,-10.9,0.5,-5.0,-0.3,9.8,3.0
Cn1cc(CN2CCC(n3nccc3NC(=O)CCOc3ccccc3)CC2)cn1,-6.4,-0.7,1.0,-8.0,-4.1,-0.8,-1.0,-0.8,-2.3
CCc1cccc2c3c([nH]c12)C(CC)(CC(=O)O)OCC3 (stereo not drawn),-0.2,3.3,-1.5,-3.0,-0.8,-4.5,2.8,-0.5,4.0
CCCCc1nc2ccccc2c(C(=O)O)c1C,-2.3,-2.8,1.1,2.4,-4.3,7.0,-2.1,3.7,-2.4
CC(C)(C)NC(=O)c1ccc2c(c1)N(CC(=O)N1CCN(c3ccc(F)cc3)CC1)C(=O)C(C)(C)O2,-2.1,-2.0,9.9,2.0,0.5,0.3,-3.9,4.7,0.3
c1ccc(CNc2ccc(CNc3ncn[nH]3)cc2)cc1,0.2,8.1,2.6,1.2,7.5,8.2,0.2,-11.5,4.0
O=C(NC(=S)N1CCN(c2c(Cl)cccc2[N+](=O)[O-])CC1)c1cccs1,1.8,2.3,-0.8,-0.6,-2.5,1.5,1.4,3.0,0.9
COc1ccc(C(O)c2nccn2C)cc1 (stereo not drawn),2.6,3.8,-0.6,4.9,0.8,5.1,0.0,6.7,-1.2
N#Cc1cccc2cccc(S(=O)(=O)N3CCOCC3)c12,/,/,/,3.9,-2.9,6.6,/,-4.2,11.2
COc1ccc(C2=Nn3c(nnc3-c3ccco3)SC2)cc1OC,0.7,-23.5,-3.7,-1.5,3.0,5.9,1.4,-3.6,-2.0
Cc1cccc(N2CCN(C(=O)NCc3ccc(Cl)cc3)CC2)c1,-3.7,2.8,1.6,1.3,4.2,-0.7,0.4,7.0,7.8
COc1cc(C(=O)NCCc2ccc(F)cc2)ccc1OCC(=O)N1CCOCC1,-2.2,10.8,-0.9,-12.3,4.3,-6.7,0.6,-9.0,4.8

# Three entries out of the list above, arranged by their value in MCL1 BIM primary, highest first:
Structure	MCL1 BIM primary
CCCCc1nc2ccccc2c(C(=O)O)c1C	2.4
O=C(NC(=S)N1CCN(c2c(Cl)cccc2[N+](=O)[O-])CC1)c1cccs1	-0.6
CCc1cccc2c3c([nH]c12)C(CC)(CC(=O)O)OCC3 (stereo not drawn)	-3.0

# (more compounds)
SMILES,TPT1 inhibitor,GSTO1 inh,Fam108B inh,MCL1 BIM primary,PAD4 FP inh,BCLXL inh,MEX-5 binding,PME-1 inh,GLD-1 RNA inh
COc1ccc(N2CCN(CCNC(=O)C3CCN(S(=O)(=O)c4cccs4)CC3)CC2)cc1,3.5,0.5,-1.0,1.8,-1.2,-2.5,-2.9,18.3,-0.2
COc1c(Cl)cc(C(=O)NN)cc1Cl,5.2,-7.0,-1.2,-1.1,-4.8,-1.0,0.3,3.4,6.5
O=C(CNC(=O)c1ccco1)OCc1c(F)cccc1Cl,0.3,8.9,3.9,1.6,2.4,0.6,2.5,-9.3,-1.6
CCOC(=O)c1cc2cc(-c3c(C(=O)OCC)oc4cc(O)cc(O)c4c3=O)ccc2o1,-0.7,3.6,3.2,-0.9,-2.6,7.6,/,5.0,6.1
O=C(CNc1cc(S(=O)(=O)N2CCOCC2)ccc1N1CCCC1)NCc1ccco1,-5.2,9.8,-0.1,7.3,-4.7,9.2,1.8,5.0,-0.7
COc1cccc(-n2c(-c3cccc(S(=O)(=O)N(C)C)c3)n[nH]c2=S)c1,1.4,-0.9,-1.6,-17.3,6.6,-12.4,-1.8,-2.1,2.4
Nc1nc(SCC(=O)Nc2ccccc2C(F)(F)F)[nH]c(=O)c1-c1ccccc1,-4.6,11.1,1.4,15.0,1.8,11.6,0.8,0.0,3.8
Cc1ccc(NC(=O)CCNS(=O)(=O)c2ccc3[nH]c(=O)oc3c2)cc1,-2.0,6.7,-0.9,-1.9,-2.2,5.9,-0.5,3.0,-0.4
O=C(NCCN1CCOCC1)C(=O)NCC1CCCO1 (stereo not drawn),-2.1,-1.6,-0.6,30.0,3.5,3.8,-0.3,-2.4,2.9
CS(=O)(=O)Nc1cccc(C2=NN(C(=O)c3ccc(F)cc3)C(c3cccs3)C2)c1 (stereo not drawn),-1.1,-9.8,1.0,-0.5,0.3,-3.6,-1.1,0.9,6.2
Cc1nc(N/N=C/c2ccc(O)cc2O)cc(N2CCOCC2)n1,0.2,6.9,3.4,-4.8,0.3,3.1,-8.9,3.8,-3.5
C=CCN1C(=O)C2(OCCO2)c2cc(C)ccc21,-5.2,19.3,7.9,40.0*,10.5,19.1,1.2,10.4,7.8
COc1ccc(CCNC(=O)[C@@H](NC(=O)c2ccccc2F)C(C)C)cc1OC,0.8,-1.1,-0.2,-12.5,1.5,-15.2,1.0,0.1,4.0
CC1(C)CCCC2=C1CC1C(=O)N(c3ccccc3)C(=O)C1C2 (stereo not drawn),-3.9,15.5,1.3,7.7,0.6,-2.7,3.2,-7.6,2.4
Cc1ccccc1COC[C@H](CC(C)C)N1CCN(C(=O)c2cccc(C(F)(F)F)c2)CCC1=O,-1.2,-1.8,5.0,1.2,-2.9,0.8,0.7,7.8,5.1
CCCCN1C(=O)c2ccc(C(=O)Nc3cccc(C)c3C)cc2C1=O,-3.9,-2.8,0.9,4.1,-2.1,2.7,-1.1,-3.6,0.0
Cc1ccc2[nH]c3c(=O)n(CC(=O)NCCc4ccc(Cl)cc4)ncc3c2c1,1.2,2.9,-0.1,6.0,2.9,2.9,-0.6,0.5,6.9
CCN(CC)S(=O)(=O)c1ccc(N2CCOCC2)c(NC(=O)c2ccc(NC(C)=O)cc2)c1,0.6,1.7,-0.7,0.1,1.9,-5.0,-1.7,0.3,5.0
